L major viab – reduces viability of Leishmania major promastigotes; resazurin fluorescence viability; inhibition, % at 10 µM; actives 9% (n = 200,000); in the data active = inhibition above about 50%;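 also: promastigotes grown with compound for 44 hours at 28 °C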
RAM network inh – yeast RAM network inhibition; AID 868; S. cerevisiae dse1pr::URA3 reporter, 5-FOA growth OD615, 2 d; analog-sensitive cbk1-as2 kinase mutant strain; inhibition, % at 50 µM; actives 1.8% (n = 190,000);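 active = inhibition above a set limit, 3 SD over mean compound inhibition, cut at about 8.4% in these data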;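 also: 0% = DMSO-only wells with no growth and 100% = 10 µM 1-NA-PP1 full growth; inhibition rescues growth on 5-FOA so higher OD means more RAM inhibition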
TNAP act hi DEA – TNAP (human) activation, high acceptor; activation factor at 20 µM; P05186; purified TNAP, CDP-star luminescence, 1 M DEA, 30 min; active compounds read high; 0 = EDTA background, 1 = DMSO-only activity; 200,000 tested, under 10 active;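 active = activation factor at least 2 at 20 µM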
Target sequence (P05186 whole entry, looked up): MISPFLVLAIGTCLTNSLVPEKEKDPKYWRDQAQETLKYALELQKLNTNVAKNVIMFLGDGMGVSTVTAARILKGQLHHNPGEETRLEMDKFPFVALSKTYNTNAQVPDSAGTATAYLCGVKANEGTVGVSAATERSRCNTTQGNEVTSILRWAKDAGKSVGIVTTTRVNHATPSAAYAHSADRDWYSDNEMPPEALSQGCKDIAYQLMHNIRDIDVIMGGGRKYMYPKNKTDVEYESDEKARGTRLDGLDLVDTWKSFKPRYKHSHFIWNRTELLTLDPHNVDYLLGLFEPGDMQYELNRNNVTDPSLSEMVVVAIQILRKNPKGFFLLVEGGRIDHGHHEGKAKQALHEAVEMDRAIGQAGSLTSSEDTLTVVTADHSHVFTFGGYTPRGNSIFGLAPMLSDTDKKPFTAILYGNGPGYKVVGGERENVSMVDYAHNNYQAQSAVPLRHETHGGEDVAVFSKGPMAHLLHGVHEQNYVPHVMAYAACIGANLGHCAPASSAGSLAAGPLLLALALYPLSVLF
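system = human TNAP | amount = enzyme diluted 1/800 final | reagent = 100 µM CDP-star substrate | signal = luminescent substrate turnover signal | dosing = one dose, 20 µM | benchmarks = EDTA negative control, DMSO positive control | measure = activation factor | timing = 30 min reaction, room temperature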
FLuc inh counter – counter-screen for luciferase assay inhibitors: firefly luciferase inhibition | AID 1006 | actives 1.5% (n = 200,000) | P08659 | ATPLite firefly luciferase biochemical luminescence, 10 min | inhibition, % at 10 µM;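 active = inhibition above about 50% when tested at 10 µM, limit read from the data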
Target sequence (P08659 whole entry, looked up): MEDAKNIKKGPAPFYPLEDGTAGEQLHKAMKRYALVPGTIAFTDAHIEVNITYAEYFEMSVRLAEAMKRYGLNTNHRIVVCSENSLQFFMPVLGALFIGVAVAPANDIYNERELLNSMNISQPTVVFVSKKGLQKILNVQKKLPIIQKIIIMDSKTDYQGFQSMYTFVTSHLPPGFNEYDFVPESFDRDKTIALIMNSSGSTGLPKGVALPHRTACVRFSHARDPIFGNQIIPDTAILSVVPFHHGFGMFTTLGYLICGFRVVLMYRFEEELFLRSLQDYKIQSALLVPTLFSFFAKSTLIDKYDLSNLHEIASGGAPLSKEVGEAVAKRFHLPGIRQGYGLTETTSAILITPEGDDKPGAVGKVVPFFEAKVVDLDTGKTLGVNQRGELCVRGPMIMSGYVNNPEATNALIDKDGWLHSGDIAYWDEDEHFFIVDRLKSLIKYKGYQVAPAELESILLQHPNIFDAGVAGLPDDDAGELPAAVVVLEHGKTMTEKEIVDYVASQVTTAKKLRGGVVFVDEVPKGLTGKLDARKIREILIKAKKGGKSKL
TNAP inh noacc – blocks human TNAP activity with no phosphate acceptor present. P05186. purified TNAP, CDP-star luminescence, 30 min. inhibition, % at 20 µM. actives 0.26% (n = 200,000);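 active = tissue-nonspecific alkaline phosphatase inhibition above about 50% at 20 µM in the single-dose screen, limit read from the data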;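 also: 0% = DMSO negative control and 100% = EDTA positive control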
FLuc stim CS – firefly luciferase counter-screen for stimulation assays. P08659. ATPlite luciferase biochemical, luminescence, 10 min; 0 = ATP-free wells, 1 = DMSO control. activation factor at 10 µM. 200,000 tested, under 10 active. AID 1027;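 active = luciferase activation factor, scaled between plate controls, of at least 2 with compound at 10 µM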
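Material: luciferase plus luciferin reagent, cell-free. Medium: PBS buffer for ATP. Also added: ATP substrate, dispensed from a 10.24 µM working solution in PBS. Doses: test compounds dosed from 2 mM stocks in 100% DMSO. Incubation: 10 min post-reagent at room temperature. Technique: light output (luminescence). Read-out basis: luminescence gain marking luciferase activators.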
TNAP inh hi DEA – blocks human TNAP under high phosphate acceptor concentration; purified TNAP, CDP-star luminescence, 1 M DEA; inhibition, % at 20 µM; AID 1135; actives 0.03% (n = 200,000); P05186;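 active = over 50% inhibition of tissue-nonspecific alkaline phosphatase at 20 µM in the single-dose screen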;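 also: plate controls were DMSO wells for no effect and EDTA-quenched wells as full inhibition for full effect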
bIAP activator – increases bovine intestinal alkaline phosphatase activity | purified bovine IAP, CDP-star luminescence, 30 min; active compounds read high; fold of DMSO-control signal, blank-subtracted | activation factor at 20 µM | actives 0.17% (n = 200,000) | AID 1016;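 active = activation factor of 2 or more at 20 µM, a signal rise over negative controls twice the positive control's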
bIAP inhibitor – blocks bovine intestinal alkaline phosphatase activity | purified bovine IAP, CDP-star luminescence, 30 min | inhibition, % at 20 µM | 190,000 tested, under 10 active;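 active = over 50% inhibition of intestinal alkaline phosphatase at 20 µM in the single-dose screen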
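test system = bovine IAP enzyme | medium = DEA buffer 100 mM, pH 9.8, with MgCl2 1.0 mM, ZnCl2 0.02 mM | detection = luminescence | dosing = single compound dose of 20 µM, 2% DMSO final | incubation = 30 min reaction at room temperature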
APP transl inh – APP translation inhibition; SH-SY5Y APP 5'UTR-luciferase reporter, luminescence; inhibition, % at 2 µM; actives 0.82% (n = 190,000);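 active = inhibition above a set limit, derived from the sample mean plus 3 SD, cut at about 45% in these data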; also: values of inactives mirror those of a sister screen read the other way
* = called active by the depositor; nt = no result given. This is a random part of the collection; about 13% have a hit in one of these screens.

SMILES | L major viab | RAM network inh | TNAP act hi DEA | FLuc inh counter | TNAP inh noacc | FLuc stim CS | TNAP inh hi DEA | bIAP activator | bIAP inhibitor | APP transl inh
COc1ccc(NC(=O)c2cn(CCC#N)nc2-c2cc3ccccc3o2)cc1 | -1.0 | 1.7 | 1 | -6.2 | 4.7 | 1.1 | -0.3 | 1 | -1.5 | 45.6*
COCCCNC(=O)CCCOc1ccccc1 | -7.9 | 1.6 | 1.1 | -3.5 | -12.3 | 1 | -5.5 | 1 | 4.5 | -2.2
O=C(CCCn1c(=S)[nH]c2ccsc2c1=O)NCc1ccco1 | -7.1 | 2.1 | 1 | -11.3 | -0.5 | 1.1 | -4.2 | 1 | 1.9 | 10.4
CCOC(=O)Cn1nnnc1CN(Cc1cccs1)Cc1cc2cc(C)ccc2[nH]c1=O | 1.5 | 2.3 | 1 | -6.1 | -4.9 | 1.1 | -1.9 | 0.9 | 10.1 | 62.1*
CCc1ccc(OCc2nnc(SCC(=O)NCc3ccco3)o2)cc1 | 14.5 | 1.3 | 1.1 | -2.1 | -17.3 | 1 | -5.8 | 0.9 | 13.5 | -4.8
CC(C)N1CCN(Cc2ccc(Oc3ncccn3)cc2)CC1CCO (stereo not given) | -6.3 | -1.1 | 1.1 | -6.8 | -7.6 | 1.1 | -5.1 | 1.1 | -7.3 | 1.9
Cc1ccc(NC(=O)CCN2CCN(CCO)CC2)cc1Br | -4.5 | 4.2 | 1.1 | -5.2 | -12.7 | 1.1 | -8.4 | 0.9 | 9.0 | 10.3
O=C(CNC(=O)c1ccco1)OCC(=O)c1ccc2ccccc2c1 | -8.1 | 2.5 | 1 | -0.5 | -5.8 | 1 | -4.8 | 0.9 | 8.8 | -20.1
COc1cc(OC)c(C(=O)OCC(=O)N2CC(=O)Nc3ccccc32)cc1OC | -4.6 | 1.5 | 1 | -1.2 | -15.3 | 1 | -2.8 | 1 | -2.4 | -3.6
CCOc1cc(/C=C2\CCC/C(=C\c3cc(Cl)c(O)c(OCC)c3)C2=O)cc(Cl)c1O | 93.0* | 6.0 | 0.5 | -7.1 | 49.3 | 1.1 | 53.4* | 0.3 | nt | 6.2
Cn1c(CN2CCN(c3ccc(Cl)cc3)CC2)nc2ccccc21 | 11.7 | -0.5 | 1.1 | -2.3 | -13.6 | 1 | -6.3 | 1 | 3.2 | -3.1
COCCSc1nnc(NC(=O)Cc2ccc(OC)cc2)s1 | -7.4 | 1.4 | 1 | -5.3 | -2.0 | 1.1 | 0.7 | 1.1 | -5.0 | -1.9
COc1ccc(/C=N/NC(=O)c2ccncc2)cc1Cn1nc([N+](=O)[O-])c(Br)c1C | 1.9 | 0.1 | 1 | -6.5 | -5.5 | 1.1 | -2.1 | 1.3 | -25.9 | -9.5
CCC(C)(C(=O)NC1CCCCC1)N(Cc1ccco1)C(=O)CNC(=O)c1ccccc1 (stereo not given) | -4.8 | -1.2 | 1 | -3.0 | -8.3 | 1 | -4.2 | 1.1 | -12.4 | 6.9
Cn1c(=NC(=O)c2ccc3c(c2)OCCO3)sc2cc(S(C)(=O)=O)ccc21 | -9.1 | 4.0 | 1 | 1.0 | -11.8 | 1 | -1.4 | 0.9 | 8.3 | -32.6
COc1ccc(CC2(CO)CCN(Cc3cnn(C)c3C)CC2)cc1 | -3.6 | 1.7 | 1 | -5.2 | -7.2 | 1.1 | -4.6 | 1.1 | -7.6 | 8.3
Cc1cc(C)nc(NS(=O)(=O)c2ccc(N/C=C/C(=O)c3ccc(Cl)c(Cl)c3)cc2)n1 | -1.8 | 4.3 | 1 | -5.8 | -9.7 | 1.1 | 3.1 | 0.8 | 16.9 | 4.1
COCc1cc(=O)n2[nH]c(SCc3ccccc3)nc2n1 | -4.3 | 2.3 | 1.1 | 2.6 | -8.1 | 1 | -9.4 | 1 | 2.6 | 12.5
CCC(=O)Nc1nc2c(s1)COc1ccccc1-2 | -5.4 | 0.2 | 1 | -3.4 | -4.2 | 1 | -2.6 | 0.8 | 18.1 | -8.9
CCN(CC)C(=O)CCSc1nnc(-c2ccncc2)o1 | -7.6 | 2.4 | 1 | -3.5 | -5.5 | 1 | -0.7 | 0.9 | 6.5 | 1.3
O=C(CSc1nc2ccccc2c(=O)n1Cc1ccc(C(=O)NC2CC2)cc1)NCc1ccco1 | -2.6 | 2.3 | 1 | -6.3 | -29.6 | 1.1 | -4.7 | 1.2 | -18.2 | -20.6
CCO[C@H]1OC(C(=O)N2CCN(C)CC2)=C[C@@H](c2coc3ccccc3c2=O)[C@@H]1CCCO | -11.3 | 3.3 | 1 | -5.3 | -5.3 | 1.1 | -1.0 | 1 | -1.9 | 16.4
CCCCN(Cc1ccccc1)C(=O)C1CCN(S(=O)(=O)c2c(C)noc2C)CC1 | -4.2 | 3.6 | 1 | 3.1 | -12.0 | 1 | -1.3 | 0.9 | 5.4 | 5.3
O=C(CCc1ccccc1)Nc1ccc(NC(=O)C2CCCCC2)nc1 | 6.3 | 0.1 | 1 | -4.6 | -3.7 | 1 | 0.2 | 1 | -1.5 | -13.0
CN(C)S(=O)(=O)N1CCN(S(=O)(=O)N(C)C)CC1 | -1.1 | 1.3 | 1 | -3.8 | -7.0 | 1 | -2.6 | 1.1 | -8.0 | 0.1
Further entries follow.
SMILES | L major viab | RAM network inh | TNAP act hi DEA | FLuc inh counter | TNAP inh noacc | FLuc stim CS | TNAP inh hi DEA | bIAP activator | bIAP inhibitor | APP transl inh
CC(C)(C)NC(=O)/C(=C\c1ccco1)NC(=O)c1cccs1 | 0.3 | 1.3 | 1 | -6.5 | -18.2 | 1.1 | -4.0 | 0.8 | 21.1 | -13.4
O=C(CSc1nc(-c2ccccc2)cs1)N1CCc2ccccc21 | -3.4 | 5.1 | 1 | -2.7 | -4.9 | 1 | -2.8 | 0.9 | 13.3 | -7.8
CN(C)C(=O)c1ccc(NC(=O)c2ccccc2Sc2ccccc2C#N)cc1 | 32.2 | 2.6 | 1 | -5.4 | -17.2 | 1.1 | 2.5 | 0.6 | 38.9 | -3.4
CSc1ccccc1C(=O)Nc1cc(C)cc(C)c1 | 19.3 | 1.7 | 1 | 2.5 | -3.5 | 1 | -1.7 | 0.8 | 16.3 | -27.3
O=C(NCc1ccco1)c1nc2ccccc2s1 | -3.9 | 1.4 | 1 | -2.2 | -6.6 | 1 | 0.3 | 0.9 | 13.9 | 33.7
O=S(=O)(c1ccc2ccccc2c1)N1CCN(C2CCN(Cc3ccccc3)CC2)CC1 | 97.2* | -0.4 | 1.1 | -14.8 | 3.4 | 1.1 | -5.8 | 0.9 | 11.1 | nt
COc1ccc(NC(=O)Cn2cccc2)c(OC)c1 | -5.3 | 2.6 | 1 | -3.8 | 4.6 | 1 | 1.2 | 1 | -4.3 | -1.1
COc1ccc(-c2noc(COc3ccc4ccccc4c3Br)n2)cc1OC | -6.3 | 5.0 | 1 | 1.3 | 2.3 | 1 | -0.9 | 0.9 | 12.6 | 1.8
C=CCC(c1ccccc1F)N(CCN1CCOCC1)C(=O)Nc1cccc(Cl)c1 (stereo not given) | 93.2* | 0.8 | 1 | -4.3 | -4.8 | 1 | -3.7 | 1 | 2.5 | 5.8
O=C(CCNC(=O)c1ccc(Br)cc1)Nc1nccs1 | 20.8 | 1.9 | 1 | -0.9 | -7.0 | 1 | -2.0 | 1 | 1.1 | 9.7
Cc1cc(C)nc(-n2cc(C(=O)c3cc(F)ccc3O)cn2)n1 | -3.0 | -1.7 | 1 | -6.2 | 16.7 | 1.1 | -2.9 | 0.9 | 5.2 | -11.8
COc1ccc(S(=O)(=O)N2CCCCCC2)cc1NC(=O)c1c2c(nc3ccccc13)CCN(Cc1ccccc1)C2 | 53.5* | 0.5 | 1 | -4.9 | -18.7 | 1 | -0.1 | 1.1 | -7.4 | 6.2
CC(=O)c1cc2c(cc1NC(=O)CN1CCC(Cc3ccccc3)CC1)OCO2 | 1.7 | 0.5 | 1.1 | -0.1 | -3.7 | 1 | -5.4 | 0.9 | 11.6 | -10.0
Cc1onc(-c2ccccc2Cl)c1C(=O)N(Cc1nc(-c2ccccc2)no1)C1CCCCC1 | 53.9* | 3.5 | 1.1 | -1.1 | -3.7 | 1 | -6.0 | 1.1 | -14.2 | 18.2
O=C1C(Cl)=C(Nc2ccc(F)cc2)C(=O)N1CCc1ccccc1 | -2.9 | 1.9 | 1 | -5.3 | 6.9 | 1.1 | 2.8 | 0.9 | 5.0 | -15.2
CN(Cc1ccc(F)cc1)Cc1nc(CCc2ccccc2)no1 | -2.3 | -0.1 | 1 | 0.0 | -1.8 | 1 | 0.0 | 1 | 2.6 | 19.2
Cc1ccc2nc(C(=O)N3CCc4c([nH]c5ccccc45)C3c3ccccn3)cn2c1 (stereo not given) | 68.2* | 0.0 | 1 | 0.3 | -9.6 | 1 | -0.5 | 1.2 | -21.3 | -3.8
COc1ccc(OC)c(NC(=O)C2CCCN(S(=O)(=O)c3c(C)noc3C)C2)c1 (stereo not given) | 3.3 | 0.7 | 1 | 2.0 | -5.1 | 1 | 1.2 | 1.1 | -6.1 | -15.5
COc1ccc(N2CCN(C(=O)Cc3coc4cc(C)ccc34)CC2)cc1 | 4.1 | 1.1 | 1.1 | -4.1 | -8.9 | 1 | -5.1 | 1 | -3.4 | 15.7
CCC(=O)Oc1ccc(-c2nc(-c3cccnc3)no2)cc1 | -4.2 | -0.2 | 1 | 60.6* | -9.5 | 0.4 | -4.3 | 1 | 1.8 | -82.1
CCCn1c(SCC(=O)NC(=O)NC(C)(C)C)n[nH]c1=O | -5.8 | 2.2 | 1 | -6.2 | 0.4 | 1.1 | -1.4 | 1.1 | -8.7 | 1.3
COc1ccc(/C=N/NC(=O)c2ccncc2)cc1CN1CCCc2ccccc21 | 63.4* | -0.8 | 1 | -8.3 | -28.5 | 1.1 | -2.4 | 1.3 | -26.4 | 8.9
CCc1sc2nc(SCC(=O)Nc3cc(C)on3)n(-c3cccc(OC)c3)c(=O)c2c1C | 3.6 | 5.8 | 1 | -3.4 | -9.0 | 1 | -3.7 | 1 | -0.1 | -11.1
CCn1c(NCc2ccco2)nc2ccccc21 | 0.3 | 0.8 | 1 | -3.9 | -10.9 | 1 | -0.9 | 0.9 | 9.7 | 11.9
COc1ccc(-c2ccc(C#N)c(SCC(=O)OCc3ccccc3)n2)cc1OC | 6.6 | 2.7 | 1.1 | -6.5 | -10.8 | 1.1 | -6.4 | 0.9 | 6.0 | -8.4

For reference, 3 of the compounds above.
SMILES | L major viab | RAM network inh | TNAP act hi DEA | FLuc inh counter | TNAP inh noacc | FLuc stim CS | TNAP inh hi DEA | bIAP activator | bIAP inhibitor | APP transl inh
CCc1sc2nc(SCC(=O)Nc3cc(C)on3)n(-c3cccc(OC)c3)c(=O)c2c1C | 3.6 | 5.8 | 1 | -3.4 | -9.0 | 1 | -3.7 | 1 | -0.1 | -11.1
CCn1c(NCc2ccco2)nc2ccccc21 | 0.3 | 0.8 | 1 | -3.9 | -10.9 | 1 | -0.9 | 0.9 | 9.7 | 11.9
COc1ccc(-c2ccc(C#N)c(SCC(=O)OCc3ccccc3)n2)cc1OC | 6.6 | 2.7 | 1.1 | -6.5 | -10.8 | 1.1 | -6.4 | 0.9 | 6.0 | -8.4

Screening results deposited in PubChem BioAssay by several laboratories.
